Assay outcomes as filed in PubChem.
NTR1 agonist: agonists of NTR1, primary screen, imaging, U2OS cells, beta-arrestin-GFP, high content (AID 493036). NTR1-U2OS beta-arrestin-GFP spot imaging, agonist mode. activation, % at 20 µM. Neurotensin receptor type 1 (Homo sapiens), P30989. hit rate 0.17% among 330,000;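 active means activation at or above 40% of the spot to cytoplasm intensity ratio, with at least 20 cells analyzed; inconclusive means wells under 20 cells, flagged as cytotoxic or low count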;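 further: 0% = DMSO without peptide and 100% = 100 nM NTR1 peptide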
Target sequence (P30989 whole entry, looked up): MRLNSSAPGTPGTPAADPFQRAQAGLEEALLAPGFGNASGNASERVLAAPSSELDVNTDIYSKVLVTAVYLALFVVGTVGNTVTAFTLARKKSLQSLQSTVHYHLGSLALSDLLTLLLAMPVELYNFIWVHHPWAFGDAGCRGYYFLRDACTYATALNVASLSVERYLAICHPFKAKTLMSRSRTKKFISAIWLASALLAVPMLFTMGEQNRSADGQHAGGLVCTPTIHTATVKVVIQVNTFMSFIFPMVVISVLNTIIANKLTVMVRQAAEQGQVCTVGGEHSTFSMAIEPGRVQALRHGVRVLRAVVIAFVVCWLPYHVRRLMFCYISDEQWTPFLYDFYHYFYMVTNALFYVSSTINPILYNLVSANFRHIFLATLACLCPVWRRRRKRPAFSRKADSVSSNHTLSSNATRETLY
GPR35 arrestin U2OS: GPR35 antagonists blocking zaprinast-driven arrestin recruitment, primary screen, imaging, U2OS, beta-arrestin-GFP, zaprinast agonist (AID 2058); G-protein coupled receptor 35 (Homo sapiens); U2OS GPR35 beta-arrestin-GFP translocation imaging, zaprinast antagonism; higher % means a stronger effect; inhibition, % at 10 µM; hits with a dose series show IC50 in µM; hit rate 0.052% among 290,000;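 active means inhibition of at least 50% with at least 30 cells and total cytoplasm GFP at most 10,000,000; inconclusive means under 30 cells or total GFP of 10,000,000 plus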
GPR55 antagonists: GPR55 antagonists blocking LPI-driven arrestin recruitment, primary screen, imaging, U2OS, beta-arrestin-GFP, LPI agonist (AID 2013) | inhibition, % at 10 µM, or IC50 in µM where a hit was titrated | G-protein coupled receptor 55 (Homo sapiens) | U2OS GPR55 beta-arrestin-GFP translocation imaging, LPI antagonism; higher % means a stronger effect | hit rate 0.13% among 290,000;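 active means spots per cell inhibited over 60%, with over 100 cells counted and total cytoplasm intensity under 500,000; inconclusive means wells with under 100 cells, flagged as likely toxic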;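 further: U2OS cells stably carrying GPR55 and arrestin-GFP stimulated by 5 µM LPI near EC80; imaged beta-arrestin-GFP aggregate spots per cell after agonist stimulation; plate controls were LPI-stimulated DMSO wells for no effect and DMSO wells without LPI for full effect; some results filed as inactive read as strong as hits; confirmed hits need IC50 under 10 µM and bright autofluorescent wells are also inconclusive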
GPR55 activation: GPR55 agonists via beta-arrestin recruitment, primary screen, imaging, U2OS cells, beta-arrestin-GFP redistribution (AID 1961) | G-protein coupled receptor 55 (Homo sapiens) | U2OS GPR55 beta-arrestin-GFP redistribution imaging; higher % means a stronger effect | activation, % at 10 µM; hits with a dose series show EC50 in µM | hit rate 0.048% among 290,000;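 active means activation above 40% with more than 50 cells counted in the well; inconclusive means wells holding fewer than 50 cells, flagged as toxic or sparse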;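 further: U2OS osteosarcoma cells stably expressing GPR55 and beta-arrestin-GFP; plate controls were DMSO negative control for no effect and LPI positive control for full effect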
AID2073: inhibitors of Mint1-CaV2.2 protein interaction, biochemical, HTRF (AID 2073); hit rate 0.19% among 290,000; inhibition, % at 20 µM; hits with a dose series show IC50 in µM; HTRF protein-protein interaction, Mint1-CaV2.2; higher % means a stronger effect; in the data active means inhibition mostly above about 51%, no sharp cut-off; inconclusive means no clear call, values can overlap the other calls; inactive means mostly below about 53%; further: some results filed as inactive read as strong as hits
NS5 inhibitors: Dengue-2 NS5 methyltransferase inhibitors, primary screen, biochemical, confirmation dose response (AID 588689) | Dengue-2 NS5 methyltransferase capping enzyme assay, biochemical; higher % means a stronger effect | one-dose inhibition, % at 25 µM; IC50 in µM for titrated hits | hit rate 0.3% among 340,000; in the data active means a potency from the dose series; inconclusive means inhibition above about 29% without an active follow-up result
K1F lysis inhibition: inhibition of K1F phage lysis, E. coli UTI89, bacterial capsule biogenesis inhibitors, alamar blue (AID 488966). hit rate 0.02% among 340,000. inhibition, % at 100 µM, or IC50 in µM where a hit was titrated. E. coli UTI89 K1F phage lysis, alamar blue, 2 h; higher % means a stronger effect;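 active means phage lysis inhibition, versus mean bacterial control, above a set limit; inconclusive means no clear call, values can overlap the other calls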;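 further: capsule biogenesis inhibitors block K1F phage lysis so surviving cells raise fluorescence; higher fluorescence means more inhibition of phage lysis; actives were called in the ten point dose series up to 300 µM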
HIV peptide binding: inhibitors of HIV fusion peptide binding, primary screen, biochemical, uHTS, fluorescence dequenching (AID 1986). cell-free peptide binding, fluorescence dequenching, 30 min; higher % means a stronger effect. inhibition, % at 20 µM, or IC50 in µM where a hit was titrated. hit rate 0.3% among 290,000; in the data active means inhibition mostly above about 52%, no sharp cut-off; inactive means mostly below about 76%; further: some results filed as inactive read as strong as hits
SIAH1 antagonists: Siah-1 peptide-binding antagonists, primary screen, biochemical, fluorescence polarization, rhodamine-plectin, uHTS (AID 1817) | E3 ubiquitin-protein ligase SIAH1 (Homo sapiens) | Siah-1 / rhodamine-plectin peptide fluorescence polarization; higher % means a stronger effect | displacement, % at 20 µM, or IC50 in µM where a hit was titrated | hit rate 0.02% among 290,000;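 active means displacement of at least 50% at 20 µM, with a fluorescence ratio check between 0.3 and a set limit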;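 further: plate controls were Siah plus tracer with DMSO for no effect and tracer alone without Siah for full effect; strong numbers were not always called active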
NTR1 agonist cell count 20 µM: recorded beside NTR1 agonist, whose call it bears; cell count; measured here: cell count, cytotoxicity flag
NS5 inhibitors pilot replicate: also measured in NS5 inhibitors; calls as there; inhibition, %; measured here: pilot screen replicate inhibition
* marks the source's active call; other numbers are inactive results; ? = inconclusive; · = no result given; [ ] = dose if it differs, or a comment. Random draw from the library. Share with any hit: about 1.2%.

SMILES | NTR1 agonist | NTR1 agonist cell count 20 µM | GPR35 arrestin U2OS | GPR55 antagonists | GPR55 activation | AID2073 | NS5 inhibitors | K1F lysis inhibition | HIV peptide binding | SIAH1 antagonists | others
COc1ccc2cc(C#N)c(N3CCOCC3)nc2c1 | 1.0 | 51 | 0% | 1% | -0.2% | 13% | 2% | 0.8% | 2.4% | 0%
NC(=O)CC(NC(=O)Cc1cccc2ccccc12)c1ccc(N2CCCCCCC2)c([N+](=O)[O-])c1 (configuration not stated) | 7.5 | 82 | -9% | -4% | -0.3% | 7% | -1% | -0.5% | -1.4% | -4%
CCOC(=O)/C(C#N)=C/c1cccn1-c1ccc(Cl)cc1 | 0.2 | 57 | -6% | 4% | -0.4% | 8% | · | · | -0.5% | 6%
COc1cc2[nH]c(=S)n(NC(=O)c3ccccc3)c(=O)c2cc1OC | 1.2 | 67 | 1% | -8% | -0.2% | 37% | -2% | 4.7% | -2.3% | 3%
O=S(=O)(NCCNS(=O)(=O)c1cccs1)c1cccs1 | -0.1 | 52 | -6% | 2% | 0.0% | 20% | 0% | 0.3% | -0.8% | 0%
CCOc1ccc(C(=O)N2CCn3c2nc2ccccc23)cc1 | 0.9 | 60 | 6% | -4% | -0.1% | -12% | -14% | 0.3% | -1.2% | -1%
O=C(C1CCCN(S(=O)(=O)c2cccc3nsnc23)C1)N1CCCCCC1 (configuration not stated) | 0.3 | 34 | -9% | -1% | 0.1% | -2% | -6% | -0.3% | 0.4% | 3%
Cc1ccccc1N1CC(C(=O)Nc2ccc(S(=O)(=O)NCC3CCCO3)cc2)CC1=O (configuration not stated) | 0.1 | 47 | -12% | 4% | 0.2% | -8% | 2% | 0.1% | 0.7% | 7%
CC(C)CCNC(=O)C(c1ccco1)N(Cc1ccccc1)C(=O)c1snc(C(N)=O)c1N (configuration not stated) | 1.0 | 86 | -22% | 4% | 0.9% | 10% | -10% | 6.5% | -0.6% | 2%
O=C(CSc1nnc(-c2cccnc2)n1CCc1ccccc1)NCc1ccccc1 | -0.7 | 42 | 8% | 6% | 1.0% | 10% | -5% | 0.9% | 0.4% | 8%
O=[N+]([O-])c1ccc(NCc2ccc(Cl)cc2)nc1 | 1.2 | 59 | 12% | 0% | -0.4% | -12% | -3% | 0.8% | -1.9% | 5%
Cc1ccc2nc(SCC(=O)Nc3nonc3C)[nH]c2c1 | 2.2 | 38 | 1% | -2% | 0.3% | 4% | -13% | 0.2% | 1.0% | 0%
CC(C)N(C(=S)Nc1cccc(S(=O)(=O)N(C)C)c1)c1ccccc1 | 0.7 | 65 | 8% | -3% | 0.3% | -15% | -9% | 0.7%[50 µM] | -2.0% | 3%
CCc1cc2c(NCc3ccco3)ncnc2s1 | -0.8 | 83 | 20% | 19% | -0.3% | -3% | 4% | -0.1% | 2.9% | 2%
Cc1ccc(NC(=O)c2c3c(nc4ccccc24)CCC3)cc1S(=O)(=O)N(C)C | 2.6 | 31 | -6% | 1% | -0.3% | 54% | -9% | 2.8% | 6.8% | 31%
CCn1c(C)nc2cc(C(=O)NNC(=S)Nc3ccc(Cl)cc3)ccc21 | 3.5 | 62 | 5% | -2% | 0.0% | -23% | -3% | 0.1% | -1.2% | -8%
O=C(Nc1ncc2c(n1)-c1ccccc1CC2)c1ccc(Cl)cc1 | 0.9 | 80 | -6% | 4% | -0.1% | 9% | 2% | 2.0% | -1.6% | 1% | NS5 inhibitors pilot replicate=3.8
Cc1ccc(Cl)cc1NC(=O)C(Cc1ccccc1)N1C(=O)C2C3CCC(C3)C2C1=O (configuration not stated) | 0.0 | 72 | -1% | 4% | 0.5% | 3% | -11% | 1.5%[50 µM] | 1.6% | 0%
Cc1ccc(-n2nnnc2SCC(=O)NC(C(=O)O)(c2ccccc2)c2ccccc2)cc1C | -0.7 | 83 | -16% | 11% | 0.2% | 4% | 1% | -0.6% | 0.5% | 3%
CSc1ccc(CNC(=O)C(C)n2nc(C)c3c(C)n(-c4ccccc4)nc3c2=O)cc1 (configuration not stated) | 0.4 | 71 | 16% | 9% | 0.0% | 4% | -5% | -0.1% | 0.7% | 10%
Cc1nc(-c2ccc(C#N)cc2)cs1 | 0.7 | 55 | 23% | -2% | 0.2% | -1% | -2% | -2.0% | -1.4% | 12%
Cc1cc(C)c2nc(N)sc2c1 | -1.4 | 34 | 1% | -12% | -0.2% | -5% | -5% | -0.5% | 2.9% | 2%
O=C(NCc1ccccc1)c1ccc2nnsc2c1 | 0.2 | 41 | 2% | -5% | 0.1% | -12% | -5% | -1.9% | -1.1% | 2%
Cc1c(C(=O)O)sc2nc(/C=C/c3cccc(F)c3)[nH]c(=O)c12 | 1.5 | 63 | 19% | -4% | -0.2% | 29% | 3% | -0.2% | 28% | 2%
Cc1[nH][nH]c(=O)c1C(c1ccc(-c2ccc(F)cc2)o1)c1c(C)[nH][nH]c1=O | 9.4 | 40 | -7% | 4% | -0.1% | 15% | 58µM* | -1.6% | 3.9% | 4%

The listing continues:
SMILES | NTR1 agonist | NTR1 agonist cell count 20 µM | GPR35 arrestin U2OS | GPR55 antagonists | GPR55 activation | AID2073 | NS5 inhibitors | K1F lysis inhibition | HIV peptide binding | SIAH1 antagonists | others
CCCCCCn1c(C(C)O)nc2ccccc21 (configuration not stated) | -2.8 | 89 | 5% | -16% | -0.1% | 0% | -8% | 5.6% | -0.1% | 1%
O=C(COc1ccc(Br)cc1)NC(=S)Nc1ccccc1N1CCOCC1 | 11 | 52 | 2% | 1% | 0.2% | 3% | -2% | -0.2% | 2.8% | -5%
O=C1Nc2ccccc2/C1=C/c1ccnc2ccccc12 | 1.1 | 89 | -16% | 3% | -0.2% | 1% | -12% | 0.1% | -1.4% | -1%
CC(C)(C)c1ccc(NC(=O)c2c(F)cccc2Cl)cc1 | 0.7 | 43 | 3% | -14% | 0.4% | -2% | -1% | -0.6% | 0.4% | 3%
O=C(/C=C/c1cccc([N+](=O)[O-])c1)NCCSCc1ccccc1Cl | 2.1 | 56 | -8% | 11% | 0.0% | -2% | -1% | 1.6% | -1.3% | -5%
CCCCCN(C(=O)NC(=O)NCCCC)S(C)(=O)=O | 0.6 | 52 | 0% | -6% | -0.2% | -5% | -1% | 6.8% | -1.1% | 0%
Cc1ccc(C(=O)Nc2ccsc2C(=O)O)cc1 | -0.2 | 87 | -3% | 5% | 0.0% | 14% | 3% | -0.2% | 3.2% | -6%
CN(C)c1c(N)c(=O)oc2ccccc12 | -2.2 | 39 | -5% | -1% | 0.9% | -16% | 9% | 2.5% | -1.3% | -5%
Cc1ccc(C)c(C(=O)CC2(O)C(=O)N(C)c3ccccc32)c1 (configuration not stated) | 0.0 | 60 | -8% | -11% | -0.1% | -4% | -14% | 0.8% | -0.5% | 2%
COc1ccc(C2N(c3ccc(Cl)cc3)N=C(C(C)=O)N(C)N2C(C)=O)cc1 (configuration not stated) | 3.2 | 42 | 14% | 7% | 0.1% | 31% | -3% | -0.2% | 3.9% | 3%
CCCNC(=O)c1c(Cl)cnn1-c1ccc(C)cc1 | 1.2 | 69 | 21% | 2% | 0.3% | 0% | · | · | -1.9% | 7%
COc1ccccc1OCC(=O)N/N=C/c1c(O)ccc2ccccc12 | 5.0 | 66 | -2% | -14% | 0.3% | 13% | 25% | 0.1% | 3.0% | -6%
CC(C)CC1NC(C(=O)O)Cc2c1[nH]c1ccccc21 (configuration not stated) | 2.0 | 35 | 4% | 3% | 0.6% | 6% | · | -1.5% | 0.5% | 2%
Cc1cc(-c2ccccc2C(=O)NCc2ccccc2)on1 | 0.7 | 51 | 14% | -2% | -0.1% | 6% | 0% | 0.6% | 0.8% | 8%
OCCC1CN(Cc2nc3ccc(F)cc3[nH]2)CCN1C1CCCC1 (configuration not stated) | -0.2 | 69 | 2% | -5% | 0.0% | 22% | -1% | 0.5% | -0.3% | -4%
CCc1ccc(NC(=O)N(CCN2CCOCC2)Cc2ccc3c(c2)CCCN3CC)cc1 | 2.5 | 52 | 8% | 13% | -0.2% | 12% | -2% | 1.9% | -1.1% | -2%
CCCCOc1ccc(C2C(C(=O)c3ccc(C)o3)=C(O)C(=O)N2CC2CCCO2)cc1 (configuration not stated) | 0.1 | 44 | 3% | 24% | ? | 18% | 4% | 0.1% | 4.2% | 1%
C/C(N)=C(/C#N)C(=O)CSc1cc(Cl)ccc1Cl | 1.9 | 63 | 1% | 1% | 0.6% | 0% | 0% | 1.9% | 3.0% | -3%
O=C(Cc1cccc2ccccc12)Nc1nnc(-c2cccc([N+](=O)[O-])c2)s1 | 1.1 | 94 | 4% | 6% | 1.1% | 16% | 1% | -0.5% | 7.0% | 6%
O=C(O)c1cc([N+](=O)[O-])ccc1NCc1ccccc1 | 0.1 | 31 | -11% | 2% | 0.1% | -5% | 4% | -0.1% | 3.7% | 2%
O=C(CCC(=O)Nc1ccccc1Cl)N/N=C1\CCCc2ccccc21 | 3.1 | 50 | 1% | 0% | 0.3% | 4% | -4% | 0.8% | 2.7% | 3%
Cc1ccc(NC(=O)CCCN2C(=S)NC(C)(C)CC2C)cc1 (configuration not stated) | -1.6 | 48 | -8% | 16% | 0.6% | -5% | -4% | 0.3% | -2.1% | 3%
CC(=O)c1cc(C#N)c(SCCC(C)C)nc1C | 12 | 57 | 1% | 11% | -0.2% | -1% | -10% | -0.2% | -0.7% | -1%
CCCOc1ccccc1C1CC(=O)NC(C)=C1C(=O)OCC(C)C (configuration not stated) | 11 | 49 | -1% | 20% | -0.2% | -6% | 1% | 3.2%[50 µM] | -0.2% | 2%
O=Cc1ccc2ccc3cccnc3c2n1 | -0.5 | 83 | 8% | 1% | 0.7% | 1% | -2% | 0.2% | 4.0% | -8%
CCc1ccccc1NC(=O)C1CCCN(S(=O)(=O)c2ccc3c(c2)CC(C)N3C(C)=O)C1 (configuration not stated) | 1.2 | 65 | 2% | 30% | -0.1% | 9% | -2% | 0.3% | -1.5% | 0%
